# CCT modulator: changes cytosolic chaperonin activity; purified chaperonin ATPase assay, HTRF ADP detection, 30 min; activity change, % (concentration not given with the values), hits read low; 0.3% of 360,000 active; in the data active = activity change below about -30%; note: % is set by controls: 0 for no effect and ±100 for the full control effect
#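 First, chaperonin was dispensed at 40 nM or 20 nM final depending on batch activity. Next, compounds were pinned at 76 uM and ATP added at 10 uM. After 30 min at 37 °C, ADP detection reagents ran 30 min at ambient temperature.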
# Nrf2 activator: activates Nrf2 signaling; 0.31% of 410,000 active; AREc32 ARE-luciferase reporter (MCF7-derived line), luminescence, 24 h; AID 624171; Potency, µM (top dose mostly 46.1 µM), for inactives: at the top dose activation, hits mostly activators; note: potency is the fitted concentration of half-maximal effect; % of control where 0% means no effect; nearly all actives have a fitted effect of over 65% in size
#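 For detection, Steady-Glo was added and plates sat 30 min at RT; before that, AREc32_Fluc cells grown overnight in OPTI-MEM/5% FBS had been treated with 23 nL compound for 24 hr at 37 deg C.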
# HepG2 tox: HepG2 cytotoxicity, counter-screen for TGF-b inhibitors. HepG2 CAGA-GFP viability, ATP luminescence, 18 h. Potency, µM (highest dose often 46.1 µM), for inactives: at the highest dose activity change, negative = cytotoxicity, usual class: cytotoxic. 0.76% of 410,000 active; note: potency is the fitted concentration of half-maximal effect; some results filed as inactive show a strong effect at the top dose
#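 CellTiter-Glo luminescence gave cytotoxicity after 18 hours at 37 degrees C. The cells were HepG2 CAGA-GFP in 1% FBS DMEM, stimulated with 500 pg/mL TGF-beta after compound addition. %Activity was normalised to no-cell wells (complete cell-killing) and DMSO (no toxicity), and curves were fitted and classified.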
# Nrf2 inh: Nrf2 pathway inhibition. A549 ARE-Fluc reporter, luciferase luminescence, 18-24 h. Potency, µM (highest dose often 46 µM), for inactives: at the highest dose activity change, negative = inhibition, usual class: inhibitors. 2.1% of 360,000 active; note: potency is the fitted concentration of half-maximal effect; % is set by controls: 0 for no effect and ±100 for the full control effect; nearly all actives have a fitted effect of over 60% in size
#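 Nrf2 activity is the BugLite luminescence, read 15 min after reagent at room temperature, following CellTiter-Fluor cytotoxicity readout (30 min, 37C). Compound titrations were applied for 18-24 h to 5000 A549 ARE_Fluc cells/well in 5% FBS OPTI-MEM.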
# pAkt inh: inhibitors of Akt phosphorylation | 0.32% of 360,000 active | Neuro2A IGF-stimulated pAkt S473 HTRF, 20 min; active compounds read low | activity change, % for hits at 50 µM; in the data active = activity change below about -80%; inconclusive = mostly about -51% to -80%; note: % is set by controls: 0 for no effect and ±100 for the full control effect
#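 Neuro2A cells (4,500/well, DMEM with 0.5% FBS) were treated with compound at a single 50 µM final concentration, stimulated with 6 nM IGF for 20 min at 37 °C, and lysed. Phospho-Akt Ser473 was read by HTRF as 665/615 ratio ×10^4.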
# Abeta yeast res: compounds reversing amyloid beta toxicity in yeast. yeast expressing A-beta42, growth rescue, OD600, 48 h; response scale: 0% DMSO, 100% iron-clioquinol control. Potency, µM (series often up to 46.1 µM), inactives show at the highest dose growth rescue, actives largely listed as activators. 0.063% of 410,000 active. AID 1347071; note: potency is the fitted concentration of half-maximal effect; nearly all actives have a fitted effect of over 55% in size
#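 Growth rescue measured by 600 nm absorbance after 48 h yeast culture at 30 C with compound. Values normalized between DMSO and an equimolar ferric chloride plus clioquinol control.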
# TGFb SMAD3 inh: blocks TGF-b signaling. Potency, µM (titrated, usually from 46.1 µM), inactives show at the top dose activity, negative = inhibition, hits mostly inhibitors. 1.2% of 410,000 active. HepG2 CAGA-GFP TGF-b/SMAD3 reporter, GFP fluorescence, 18 h; TGF-beta stimulated, 500 pg/mL final. AID 588855; note: potency is the fitted concentration of half-maximal effect; % is set by controls: 0 for no effect and ±100 for the full control effect; nearly all actives have a fitted effect of over 65% in size
#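 GFP signal (ex488/em500-530) from TGF-beta-stimulated HEPG2 CAGA-GFP cells, 500 pg/mL final, 18 h at 37 degrees C in DMEM plus 1% FBS, normalized to unstimulated and DMSO-stimulated controls.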
# MmCpn inh: inhibitors of Methanococcus maripaludis chaperonin (MmCpn); Potency, µM (series often up to 76.9 µM), for inactives: top-dose activity, negative = inhibition, hits mostly inhibitors; 0.031% of 330,000 active; purified Mm-Cpn ATPase, ADP Transcreener TR-FRET; note: potency is the fitted concentration of half-maximal effect; % is set by controls: 0 for no effect and ±100 for the full control effect; nearly all actives have a fitted effect of over 80% in size
#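 Purified archaeal chaperonin (25 nM final) was preincubated with compound for 10 min at 37°C, then ATP (10 uM final) was added for 30 min at 37°C in Tris pH 7.4/KCl/MgCl2/DTT buffer. ADP was quantified by HTRF Transcreener TR-FRET.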
# A549 tox: counter-screen for Nrf2 inhibitors: cytotoxicity in A549 cells; 0.16% of 390,000 active; Potency, µM (top dose mostly 46 µM), for the others: at the top dose activity change, negative = cytotoxicity, most hits filed as inhibitors; A549 ARE-Fluc cells, CellTiter-Fluor viability, 18-24 h; note: potency is the fitted concentration of half-maximal effect; % is set by controls: 0 for no effect and ±100 for the full control effect
#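 A549 ARE-Fluc cells in 5% FBS OPTI-MEM, 5000 cells/well, rested 2 h then exposed to compounds in concentration-response for 18-24 h at 37 °C. Viability by CellTiter-Fluor fluorescence (Ex 405/Em 525) after 30 min; luciferase luminescence (BugLite, 15 min, RT) read afterwards.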
# * hit, by the source's call; i = inactive; ? = inconclusive; . = no result given; & = joins results of further samples; [ ] = dose if it differs, or a comment. Unless noted, calls come from the whole dose curve; as a rule, active = well fitted curve in the direction sought with a large enough effect; inconclusive = small, poorly fitted or top-dose-only effect, or another doubt; inactive = no such curve, though single readings can be large; an effect the other way counts as inactive or inconclusive.
SMILES,CCT modulator,Nrf2 activator,HepG2 tox,Nrf2 inh,pAkt inh,Abeta yeast res,TGFb SMAD3 inh,MmCpn inh,A549 tox
S=C(c1ccc(Cl)cc1)N1CCN(Cc2ccccc2)CC1,0.9,0.3%,-5%,-5%,i,8%,-23%,0%,-2%
OC(c1cccnc1)c1nc(-c2ccc3c(c2)OCO3)cs1 (stereo not given),1.1,2.9%,-8%,.,i,-3%,6%,.,.
CC(C)C[C@H](NC(=O)OC(C)(C)C)c1nnc(SCC(=O)Nc2ccc(Br)cc2)o1,2.0,0.2%,-24%,?,i,9%,-20%,-2%,-7%
CCCS(=O)(=O)NC(=O)C1(C)CCCN(C(=O)c2ccncc2)C1 (stereo not given),-0.6,-0.9%,-5%,.,i,-11%,5%,.,.
Cc1cccc(CSCCNC(=O)CN(c2ccccc2)S(=O)(=O)N(C)C)c1,.,4.7%,-23%,7%,.,-1%,.,.,-5%
COCCn1cnnc1SCC(=O)Nc1cccc(S(=O)(=O)N(C)c2ccccc2)c1,-1.4,-1.2%,-4%,-6%,i,10%,-5%,-7%,3%
Cc1cc(Br)cc(C)c1NC(=O)c1cnc2ccccn2c1=O,.,3.4%,-1%,?,.,-20%,24%,.,1%
CC1=CC(=O)CC(C)(C)C1(O)/C=C/C(C)=C/C(=O)O (stereo not given),1.2,-0.5%,3%,?,i,-4%,6%,2%,4%
O=C1c2ccccc2C(=O)N1C1(C(=O)NC2(C(=O)O)CCCC2)CCCC1,-0.9,-1.1%,1%,6%,i,-8%,-21%,.,2%
O=C(c1cc(-c2ccccc2)nc2ccccc12)N1CCc2ccccc2C1,-1.5,2.9%,-4%,-7%,i,-24%,-10%,-2%,-3%
COc1ccc(C2Nc3ccccc3C(=O)N2Cc2ccco2)cc1COc1ccc([N+](=O)[O-])cc1 (stereo not given),-0.3,-1.3%,-29%&12%,-11%,i,18%[9.22 µM],-13%&4%,-4%,1%&1%
C=CCN1C(=O)c2ccccc2C1(O)Cc1ccccc1 (stereo not given),-19,-1.0%,1%,9%,i,-6%,0%,2%,1%
CC1=Nc2cc(C(=O)NC(C)C)ccc2Sc2ccc(C)cc21,.,0.0%,3%,-16%,.,1%,?,.,-1%
Cc1cccc(NC(=O)c2ccc(NC(=O)CC3SC(N4CCCC4)=NC3=O)cc2)n1 (stereo not given),0.1,2.4%,12%,7%,i,-6%,4%,-1%,1%
Cc1c(C(=O)OCCOc2ccccc2)[nH]c2c1C(=O)CCC2,-0.5,-0.4%,5%,?,i,?,?,0%,1%
COc1cc(Cl)cc(C2NC(=O)NC(C)=C2C(=O)NCc2ccccc2)c1O (stereo not given),-0.7,-0.5%,8%,-27%,i,10%,21%,-1%,0%
Cc1c(CN(C)C(=O)/C=C/c2ccc([N+](=O)[O-])cc2)cnn1C,0.7,1.7%,8%,6%,i,4%,-2%,-2%,0%
O=C(CSc1nc(N2CCCCC2)nc(N2CCCCC2)n1)Nc1nccs1,-1.1,-0.3%,10%,.,i,6%[9.22 µM],-4%,1%,-3%
Cc1cc(C)c(NC(=S)NCCO)c(C)c1,0.3,-0.3%,9%,-17%,i,11%,2%,-3%,-16%
CCOc1ccc(CNC(=O)CS(=O)(=O)c2cccc3nsnc23)cc1,.,2.8%,-6%,.,.,5%,-8%,.,10%
COc1cc2oc3ccccc3c2cc1N(CC(=O)N(C)C)S(=O)(=O)c1ccc(C)cc1,-1.4,-0.9%,7%,.,i,-2%,17%,2%,1%
Cc1c[n+](C)ccc1CC1C([N+](=O)[O-])=C[N-]c2ncnn21 (stereo not given),-1.4,2.0%,-1%,-8%,i,0%,-9%,1%,?
COc1ccc(-c2csc(-c3cccnc3)n2)cc1C,3.2,7.1%,-30%,?,i,-20%,1%,-3%[15.4 µM],12%
Cc1ccc(OCCSc2nc3ccccc3n2CC(=O)O)c(C(C)C)c1,2.4,-0.2%,-19%,-28%,i,-16%,2%,1%,-3%
O=C(NCC1CCCO1)c1cc(S(=O)(=O)Nc2ccc(Br)cc2)ccc1Cl (stereo not given),-0.7,-0.3%,4%,?,i,9%,-13%,0%,-2%
C/C(N)=C(/C#N)C(=O)CSc1nc2ccccc2c(=O)n1CCCOC(C)C,-5.1,-0.2%,-21%,-17%,i,11%,-1%,2%,-3%
C=CCN1C(=O)/C(=C\c2ccc(Oc3nc(N4CCOCC4)nc(N4CCOCC4)n3)c(OC)c2)SC1=S,-1.2,-0.6%,-17%,-23%,i,11%,-9%,2%,-5%
COc1ccc(NC(=O)CSc2n[nH]c(=O)n2C2CC2)cc1Cl,1.8,0.0%,-14%,-8%,i,-9%,16%,-7%,-11%
CC(OC(=O)CSc1ccc(F)cc1)C(=O)NC1(C#N)CCCCC1 (stereo not given),-2.6,-0.6%,3%,5%,i,2%,0%,0%,-1%
O=C(OCC(=O)N1CCc2ccccc21)c1c2c(nc3ccccc13)CCCC2,-1.1,4.1%,-27%,?,i,-28%,0%,-2%,-1%
COc1ccc(/C=N/NC(=O)CN2CCCc3ccccc32)c(OC)c1,0.1,3.9%,-28%,-5%,i,-3%,-17%,0%,0%
CCOc1cccc(C(=O)Nc2nnc(-c3cccs3)s2)c1,-4.4,9.3%,54%,.,i,-5%,4%,-3%,1%
O=C(Nc1ccc(Nc2ccccc2)cc1)c1ccc(Br)o1,-2.6,3.9%,-27%,-22%,i,-32%[inhibitor],?,0%,1%
Cc1ccc(N(Cc2cccs2)C(=O)c2ccc(OC(C)C)cc2)cc1,.,1.2%,-50%,?,.,-5%,-17%,.,1%
Cc1ccc(SCc2cc(=O)[nH]c(SCC(=O)Nc3cc(Cl)ccc3Cl)n2)cc1,2.3,0.1%,-9%,-11%,i,-4%,20%,3%,-3%
CCOc1ccc(/C(O)=C2/C(=O)C(=O)N(CCN(C)C)C2c2ccccc2)cc1Cl (stereo not given),0.6,-0.5%,5%,14%,i,-11%,-4%,-2%,10%

# Fetched one by one from the list above:
SMILES,CCT modulator,Nrf2 activator,HepG2 tox,Nrf2 inh,pAkt inh,Abeta yeast res,TGFb SMAD3 inh,MmCpn inh,A549 tox
Cc1ccc(N(Cc2cccs2)C(=O)c2ccc(OC(C)C)cc2)cc1,.,1.2%,-50%,?,.,-5%,-17%,.,1%
CCOc1ccc(/C(O)=C2/C(=O)C(=O)N(CCN(C)C)C2c2ccccc2)cc1Cl (stereo not given),0.6,-0.5%,5%,14%,i,-11%,-4%,-2%,10%
C/C(N)=C(/C#N)C(=O)CSc1nc2ccccc2c(=O)n1CCCOC(C)C,-5.1,-0.2%,-21%,-17%,i,11%,-1%,2%,-3%
CCOc1cccc(C(=O)Nc2nnc(-c3cccs3)s2)c1,-4.4,9.3%,54%,.,i,-5%,4%,-3%,1%
COc1ccc(NC(=O)CSc2n[nH]c(=O)n2C2CC2)cc1Cl,1.8,0.0%,-14%,-8%,i,-9%,16%,-7%,-11%
Cc1ccc(SCc2cc(=O)[nH]c(SCC(=O)Nc3cc(Cl)ccc3Cl)n2)cc1,2.3,0.1%,-9%,-11%,i,-4%,20%,3%,-3%
COc1ccc(/C=N/NC(=O)CN2CCCc3ccccc32)c(OC)c1,0.1,3.9%,-28%,-5%,i,-3%,-17%,0%,0%

# The list goes on.
SMILES,CCT modulator,Nrf2 activator,HepG2 tox,Nrf2 inh,pAkt inh,Abeta yeast res,TGFb SMAD3 inh,MmCpn inh,A549 tox
CCOC(=O)c1c(NC(C)=O)sc2c(O)c(Br)cc(Br)c12,-2.3,6.2%,-30%,10%,i,-37%[inhibitor],-41%,-2%,-1%
c1ccc(NC(=NCc2ccco2)c2ccccc2)cc1,0.5,0.1%,-20%,-2%,i,11%,5%,2%,-1%
O=C(c1ccc(S(=O)(=O)Cc2ccccc2Cl)c([N+](=O)[O-])c1)N1CCN(c2ccccn2)CC1,1.8,?,-17%,?,i,-59%[inhibitor],?,0%,-1%
CCCn1c(=N)n(CC(=O)O)c2ccccc21,-3.4,-0.8%,-13%,-3%,i,7%,-28%,.,4%
Cc1ccsc1C1C(C#N)=C(N)N(N(C)C)C2=C1C(=O)CC(C)(C)C2 (stereo not given),0.6,0.1%,1%,-8%,i,-1%,1%,-1%,-11%

# Compound activity from PubChem.
